From PubChem BioAssay
Calpain2 inh – inhibitors of pig calpain II, primary screen, biochemical, fluorogenic peptide substrate, 1536-well; inhibition, % at 16 µM; hit rate 0.37% among 220,000; purified calpain II, 30 min;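 active = inhibition above about 50%, limit read from the data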
EBV gp42 inh – Epstein-Barr virus gp42 inhibitors, primary screen, biochemical, uHTS, fluorescence polarization. Fluorescence polarization binding assay, mP read-out. Glycoprotein 42 (Epstein-Barr virus (strain AG876)), Q1HVG2. hit rate 0.42% among 220,000. inhibition, % (tested at 21.74 µM); in the data active = inhibition above about 50%
Target sequence (Q1HVG2 whole entry, looked up): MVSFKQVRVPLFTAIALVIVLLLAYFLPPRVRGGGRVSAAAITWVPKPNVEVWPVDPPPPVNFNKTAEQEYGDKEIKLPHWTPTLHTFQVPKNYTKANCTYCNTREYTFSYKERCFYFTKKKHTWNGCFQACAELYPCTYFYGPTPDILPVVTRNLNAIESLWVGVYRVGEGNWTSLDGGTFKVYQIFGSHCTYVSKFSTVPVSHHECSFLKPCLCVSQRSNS
Thrombin inh – human alpha-thrombin inhibitors, primary screen, counter-screen for coagulation protease inhibitor project, biochemical, 1536-well, fluorogenic AMC substrate. Prothrombin (Homo sapiens), P00734. Boc-VPR-AMC fluorogenic substrate cleavage. hit rate 0.26% among 220,000. inhibition, % at 5 µM. AID 1046, 2008;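 active = inhibition at or above 40%; inactive = inhibition below 40%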;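 note: 0% = enzyme with no compound and 100% = wells without enzyme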
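Assay system: human alpha-thrombin enzyme. Reagent: Boc-VPR-AMC substrate, 15 µM final. Compound dosing: one concentration per compound, 5 µM, with 0.2% DMSO. Incubation: room-temperature reaction. Technique: AMC fluorescence, 355/460 nm. Measure: % inhibition relative to enzyme controls and enzyme-free blanks.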
TRPML3 agonist – human TRPML3 channel agonists, primary screen, cell-based, HEK293 TRPML3-YFP, Fluo-8 calcium fluorescence, 3 µM; 100% = the carbachol control signal; AID 1448, 2008; Mucolipin-3 (Homo sapiens), Q8TDD5; hit rate 0.29% among 220,000; activation, % at 3 µM;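 active = activation above its plate's cutoff, the mean activation of the plate's test wells plus 3 SD, cut at about 12% in these data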;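 note: 0% = DMSO only wells and 100% = carbachol wells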
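Test system: HEK293 cells stably carrying human TRPML3-YFP; Doses: single dose, 3 µM final nominal compound, 0.3% DMSO final; Schedule: dye loading 1 h 37 °C then 30 min ambient, 125 s read; Technique: Fluo-8 calcium fluorescence; Benchmarks: high control carbachol 87 µM, low control DMSO.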
Furin inhibitor – human furin inhibitors, primary screen, biochemical, fluorescence intensity; P09958; purified furin, fluorogenic substrate cleavage; inhibition, % at 30 µM; hit rate 0.061% among 220,000; in the data active = inhibition above about 25%; note: inactives centre near -15
Target sequence (P09958 108-714 limits assumed): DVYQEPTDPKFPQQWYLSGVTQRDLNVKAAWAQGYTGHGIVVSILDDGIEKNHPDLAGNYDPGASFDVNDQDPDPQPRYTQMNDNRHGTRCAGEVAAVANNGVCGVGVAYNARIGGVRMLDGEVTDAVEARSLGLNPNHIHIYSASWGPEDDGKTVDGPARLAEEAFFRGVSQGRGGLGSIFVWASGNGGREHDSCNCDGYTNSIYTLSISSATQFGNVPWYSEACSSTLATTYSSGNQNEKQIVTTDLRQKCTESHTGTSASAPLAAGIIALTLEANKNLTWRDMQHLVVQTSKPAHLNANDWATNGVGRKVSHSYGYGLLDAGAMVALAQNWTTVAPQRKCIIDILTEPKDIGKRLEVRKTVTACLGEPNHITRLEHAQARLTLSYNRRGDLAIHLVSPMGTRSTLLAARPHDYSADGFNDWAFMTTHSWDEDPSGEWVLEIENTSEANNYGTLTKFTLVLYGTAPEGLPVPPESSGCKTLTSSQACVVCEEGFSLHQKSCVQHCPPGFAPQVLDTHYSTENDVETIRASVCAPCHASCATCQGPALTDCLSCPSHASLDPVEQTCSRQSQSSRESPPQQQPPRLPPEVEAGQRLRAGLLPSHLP
PPC-1+TRAIL kill – compounds killing PPC-1 cancer cells with TRAIL present, primary screen, TRAIL potentiator project, ATPLite luminescence, uHTS | PPC-1 cells + TRAIL, ATPLite viability luminescence | cell killing (% activity), % at 4 µM | hit rate 0.41% among 220,000;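 active = cell killing above 50% in the first pass at 4 µM, then a duplicate retest at 5 µM averaging 50% or more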;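 note: plate controls were cells with TRAIL plus DMSO for no effect and medium-only wells lacking cells for full effect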
Tb hexokinase – Trypanosoma brucei hexokinase 1 inhibitors, primary screen, biochemical, G6PDH-coupled NADH absorbance, MLSCN library; recombinant TbHK1, G6PDH-coupled NADH A340; inhibition, % at 10 µM; hexokinase 1 [Trypanosoma brucei]; hit rate 0.11% among 220,000; AID 1430, 2008;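 active = inhibition of 50% or more in the single-dose primary screen; inactive = inhibition below 50%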
TRPN1 ag – zebrafish TRPN1 channel agonists, primary screen, cell-based, HEK293, calcium fluorescence | activation, % at 3 µM | hit rate 0.18% among 220,000 | transient receptor potential cation channel N1 (TRPN1/NompC), Danio rerio | HEK293 zebrafish TRPN1-YFP, Fluo-8 calcium fluorescence; 100% = response to 87 µM carbachol;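 active = activation above its plate's cutoff, the mean activation of test wells on that plate plus 3 SD, cut at about 19% in these data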;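 note: 0% = DMSO alone and 100% = 87 µM carbachol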
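System: zebrafish TRPN1-YFP in HEK293 cells / Dosing: 3 µM single point / Timing: dye loading 1 h at 37 °C, then 30 min room temperature / Signal: Fluo-8 calcium fluorescence, excitation 470-495 nm, emission 515-575 nm / Read-out basis: percent activation from peak over basal fluorescence ratio, control-normalized / Control set: high carbachol 87 µM, low DMSO alone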
Cl transport mod – KCC2 cotransporter modulators, thallium flux, primary screen, cell-based, HEK293 KCC2, FluoZin-2 fluorescence, MLSMR | hit rate 2.2% among 190,000 | Solute carrier family 12 member 5 (Homo sapiens), Q9H2X9 | KCC2 cells, thallium flux FluoZin-2 fluorescence | B-score of Tl+ flux slope (higher = more flux/activation; lower = inhibition) at 10 µM;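 active = thallium flux slope and its plate-corrected score both differing from the plate sample mean at a set confidence after two filtering rounds, in either direction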;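 note: slope of fluorescence scaled to starting intensity during 10 to 20 s after thallium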
Active calls of the source: *; i = inactive; nt = not tested or not shown; [ ] = dose if it differs, or a comment.

SMILES | Calpain2 inh | EBV gp42 inh | Thrombin inh | TRPML3 agonist | Furin inhibitor | PPC-1+TRAIL kill | Tb hexokinase | TRPN1 ag | Cl transport mod
CCC1CCCCN1CCNC(=O)C1CCN(S(=O)(=O)c2c(C)noc2C)CC1 (centres undefined) | -10 | -13 | -7 | 0.1 | -4[20 µM] | 10 | -3 | 0.1 | 0.036
O=C(NC1CCCc2ccccc21)C1CCN(S(=O)(=O)c2ccccc2)CC1 (centres undefined) | 31 | -4 | 18 | 0.2 | -17 | 11 | -1 | 2.2 | -0.53
Cc1ccc(S(=O)(=O)NC(=O)Nn2c(C)nnc2C)cc1 | -17 | -5 | 3 | 0.4 | -21[20 µM] | 12 | -1 | -0.5 | 0.72
Cc1onc(-c2c(F)cccc2Cl)c1-c1nnc(-c2ccc(C(F)(F)F)cc2)o1 | 32 | -8 | 18 | 1.2 | -4 | 11 | 4 | -0.2 | -0.18
O=C(C1=C[C@@H](c2ccccc2)C[C@@H](OCCCCO)O1)N1CCN(Cc2ccc3c(c2)OCO3)CC1 | -4 | -12 | -6 | 0.4 | -21 | -8 | -10 | -0.9 | -0.075
CCCCNC(=S)NNC(=O)C12CC3CC(CC(C3)C1)C2 | -4 | 14 | 0 | 0.1 | -15[20 µM] | -33 | -4 | -1.4 | -0.23
Cc1nn(-c2cc(C(F)(F)F)ccn2)c(=O)o1 | -20 | -10 | 1 | 0.9 | -18 | 8 | -2 | 1.3 | nt
Cc1ccnn1CC(=O)N/N=C/c1ccco1 | -13 | -4 | -3 | 0.7 | -17[20 µM] | 11 | 0 | 0.8 | 0.21
O=[N+]([O-])c1cc(CN2CCCC2)c2cccnc2c1O | -32 | 88* | -2 | 1.2 | -6 | 2 | 10 | 1.3 | -0.47
Cc1ccc(-c2csc3ncnc(Nc4ccc(N5CCOCC5)cc4)c23)cc1 | -6 | -8 | 3 | -1.4 | 4 | 0 | -13 | -1.1 | -0.77
CCOC(=O)c1sc(Nc2nc(C)cc(OC)n2)nc1C | -1 | 1 | 3 | 0.9 | -11 | 14 | -3 | 1.7 | -0.18
C/C(=N\NC(=S)Nc1cc(S(=O)(=O)N2CCOCC2)ccc1Cl)c1ccccc1F | -12 | -10 | -10 | 0.1 | 1 | 9 | 37 | 0.6 | 6.9*
COc1cccc(N2CCN(c3ncnc4c3[nH]c3ccccc34)CC2C)c1 (centres undefined) | 13 | 6 | -3 | 4.5 | -5 | 21 | -10 | 8.7 | -1.6
CN(Cc1cccs1)C(=O)CSc1nc2ccccc2[nH]1 | -3 | -20 | -10 | -0.1 | -28 | 26 | 0 | -2.4 | -0.78
Cc1cc(C)c(/C=C(\C#N)S(=O)(=O)c2ccccc2)[nH]1 | -12 | -3 | 10 | -0.4 | -6 | 13 | -4 | -0.7 | -0.42
CCc1cccc(C)c1NC(=O)COC(=O)Cc1ccsc1 | -12 | 12 | -7 | 0.3 | -23 | 5 | 5 | -0.9 | 0.0029
CS(=O)(=O)N(CC(=O)N1CCCC1)c1cccc(Cl)c1Cl | 22 | 5 | 2 | 0.8 | -14 | 13 | -2 | 0.0 | nt
Nc1c(C(=O)c2ccccc2)sc2nsc(SCCN3CCCC3)c12 | -12 | -29 | 5 | 13* | -3 | 10 | -8 | 26* | 4.2*
O=C(CSc1nc2cc(Cl)ccc2s1)NCc1ccc2c(c1)OCO2 | 31 | -14 | -5 | -0.3 | -23 | 4 | 36 | -1.3 | 0.42
Cc1c(C(=O)N2CCN(CCc3ccccc3)CC2)oc2ccccc12 | 18 | -6 | -5 | 0.0 | -25 | -33 | 1 | 1.9 | 0.033
O=C(Cc1ccccc1)N1CCN(C(=O)c2ccc([N+](=O)[O-])cc2)CC1 | -27 | -18 | -9 | 0.9 | -30 | 30 | -3 | 0.5 | nt
Cc1cc(=O)nc2c3ccccc3n(C(C)C(=O)NCCC(C)C)n12 (centres undefined) | -22 | -6 | -5 | -0.1 | -20 | -5 | -2 | -0.2 | -0.57
CCCCOc1ccc(-c2nnn(C(C)(C)C(=O)OC)n2)cc1 | -18 | -13 | 2 | 1.6 | -284[20 µM] | -7 | 1 | -0.1 | -0.34
Cn1c(SCC(=O)N2CCN(S(=O)(=O)c3ccc(Cl)cc3)CC2)nc2ccccc21 | 15 | -1 | 4 | -1.0 | -4[20 µM] | 28 | -11 | -0.8 | -0.25
COCCNC(=S)NN(c1ccccc1)c1ccccc1 | -10 | -1 | 0 | -0.4 | -20 | 0 | -13 | 0.4 | -0.68

In another format: entries from further up.
O=C(NC1CCCc2ccccc21)C1CCN(S(=O)(=O)c2ccccc2)CC1 (centres undefined)
  Calpain2 inh = 31 | EBV gp42 inh = -4 | Thrombin inh = 18 | TRPML3 agonist = 0.2 | Furin inhibitor = -17 | PPC-1+TRAIL kill = 11 | Tb hexokinase = -1 | TRPN1 ag = 2.2 | Cl transport mod = -0.53
Cc1ccc(S(=O)(=O)NC(=O)Nn2c(C)nnc2C)cc1
  Calpain2 inh = -17 | EBV gp42 inh = -5 | Thrombin inh = 3 | TRPML3 agonist = 0.4 | Furin inhibitor = -21[20 µM] | PPC-1+TRAIL kill = 12 | Tb hexokinase = -1 | TRPN1 ag = -0.5 | Cl transport mod = 0.72
Cc1onc(-c2c(F)cccc2Cl)c1-c1nnc(-c2ccc(C(F)(F)F)cc2)o1
  Calpain2 inh = 32 | EBV gp42 inh = -8 | Thrombin inh = 18 | TRPML3 agonist = 1.2 | Furin inhibitor = -4 | PPC-1+TRAIL kill = 11 | Tb hexokinase = 4 | TRPN1 ag = -0.2 | Cl transport mod = -0.18

Back to the main list, starting 2 compounds before the break.
SMILES | Calpain2 inh | EBV gp42 inh | Thrombin inh | TRPML3 agonist | Furin inhibitor | PPC-1+TRAIL kill | Tb hexokinase | TRPN1 ag | Cl transport mod
Cn1c(SCC(=O)N2CCN(S(=O)(=O)c3ccc(Cl)cc3)CC2)nc2ccccc21 | 15 | -1 | 4 | -1.0 | -4[20 µM] | 28 | -11 | -0.8 | -0.25
COCCNC(=S)NN(c1ccccc1)c1ccccc1 | -10 | -1 | 0 | -0.4 | -20 | 0 | -13 | 0.4 | -0.68
CCN1/C(=C/C=C/c2oc3ccc4ccccc4c3[n+]2CC)Oc2ccc3ccccc3c21 | 27 | 162* | -5 | 31* | -5 | 23[5 µM] | 100* | 73* | nt
COC(=O)c1sc2nc(-c3ccccc3)nc(N3CCN(C)CC3)c2c1C | -110 | 3 | 4 | 0.8 | -17[20 µM] | -13 | -14 | 2.4 | 0.09
CCN(CC)CCNc1ncnc2c1[nH]c1ccc(OC)cc12 | i | -33 | 4 | 0.4 | -14 | nt | -8 | 2.1 | nt
CCCCn1c(NCc2ccccn2)nc2ccccc21 | -13 | -19 | 0 | 0.1 | -7 | 10 | 7 | -0.7 | -0.82
O=C(CSc1ccc(Cl)cc1)Nc1ccc(N2CCN(C(=O)c3ccc(Cl)cc3)CC2)cc1 | -47 | -18 | 3 | 0.1 | -18[20 µM] | -6 | -6 | -0.2 | nt
CCCCNC(=O)C1CCCN1C(=O)Nc1cccc(OC)c1 (centres undefined) | 16 | 2 | -1 | 0.7 | -19 | -1 | -1 | 0.8 | 0.72
O=C(CCCNC(=O)/C(=C/c1ccc(F)cc1)NC(=O)c1ccccc1)OCc1ccccc1 | 25 | 12 | 9 | -1.1 | -14 | 2 | -2 | -1.1 | -3.2*
Cc1ccc(C)c(-n2cc(CNC(C)Cn3cncn3)c(-c3ccccc3)n2)c1 (centres undefined) | -9 | -15 | -3 | 0.8 | -20 | -1 | -4 | 2.1 | -1.6
CCCc1ccc(OCCNC(C)=O)cc1 | -14 | -4 | 3 | -0.7 | -16 | nt | 3 | -0.4 | -0.19
CC(C)Oc1cccc(C(=O)Nc2ccc(NC(=O)c3ccco3)cc2)c1 | -35 | -15 | -9 | -0.1 | -16 | 16 | -3 | 1.1 | nt
CC1=CCC(C(=O)O)(C(=O)N/N=C/c2cccs2)C(c2ccc([N+](=O)[O-])cc2)C1 (centres undefined) | 44 | 6 | 5 | 0.5 | -21[20 µM] | 8 | -19 | -0.8 | nt
COc1cc(OC)cc(C(=O)NCC(=O)OCc2cc(=O)oc3cc(OC)ccc23)c1 | -99 | -16 | -6 | -0.3 | -31 | -4 | -16 | -0.2 | -0.12
CC(C)Oc1ccc(C2NC(=O)NC2=O)cc1 (centres undefined) | -21 | -20 | -2 | 0.6 | -16 | 11 | 5 | 0.7 | 0.89
CC(C)CC(C)NC(=O)c1ccc(C(F)(F)F)cc1 (centres undefined) | 26 | -16 | -3 | -0.1 | -10 | 4 | 6 | -0.6 | 0.41
CCC(=O)Nc1cccc(-c2nc3ccccc3o2)c1 | -23 | -21 | 1 | 2.6 | 6[20 µM] | -2 | -3 | 1.2 | -0.22
CCN(CC)S(=O)(=O)c1ccc(N2CCOCC2)c(NC(=O)Cc2ccc(Cl)cc2)c1 | 20 | -5 | -6 | -0.2 | -4 | 8 | 2 | -0.3 | 0.0071
Cc1ccc(C(=O)NCC(=O)OCC(=O)Nc2cccc(S(=O)(=O)N3CCCC3)c2)cc1C | -2 | -21 | -1 | 0.3 | -29 | -9 | 1 | -0.2 | -0.38
CC1CCN(Cc2ccc(-c3nn[nH]n3)cc2)CC1 | -28 | -1 | 5 | -0.6 | -16[20 µM] | 9 | 3 | 1.7 | -0.16
CCOC(=O)c1[nH]c(C)c(/C(O)=C2\C(=O)C(=O)N(CCN3CCOCC3)C2c2cccs2)c1C (centres undefined) | 40 | -15 | 3 | 0.2 | -9[20 µM] | 17 | -25 | -0.2 | nt
CC(C)(C)NC(=O)CSc1nc(O)cc(=O)[nH]1 | -1 | 1 | -5 | 0.3 | -13 | 21 | -3 | -0.3 | 0.44
COC(=O)c1cc(OC)c(OC)cc1NC(=S)N1CCN(C/C=C/c2ccccc2)CC1 | -5 | 11 | -1 | -0.2 | -12 | 9 | 10 | -1.9 | -1.5

Ordered by the number under Tb hexokinase (high to low): 3 from the list above
structure,Tb hexokinase
CN(Cc1cccs1)C(=O)CSc1nc2ccccc2[nH]1,0
O=C(NC1CCCc2ccccc21)C1CCN(S(=O)(=O)c2ccccc2)CC1 (centres undefined),-1
O=C(C1=C[C@@H](c2ccccc2)C[C@@H](OCCCCO)O1)N1CCN(Cc2ccc3c(c2)OCO3)CC1,-10
